NPC1 prom act: activators of NPC1 promoter; AID 485313; Potency, µM (series often up to 9.22 µM), for the others: at the highest dose activation, hits mostly activators; Huh7 NPC1 promoter luciferase reporter, 24 h; 2.4% of 320,000 active;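 also: potency is read from the fitted curve at half-maximal effect; % of control where 0% means no effect; nearly all actives have a fitted effect of over 60% in size; reporter is driven by a mutant NPC1 promoter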
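Huh7 reporter cells (NPC1 promoter driving luciferase) are dosed with compound for 24 h at 37 °C, 5% CO2; luciferase detection reagent is then added and luminescence measured after 10 min at ambient temperature.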
KCNH2 3.1 inh: blocks the human KCNH2 3.1 channel isoform | U2OS KCNH2 3.1, thallium flux FluxOr; hits give low values | activity change, % (tested at about 1.8 µM) | 0.95% of 340,000 active | AID 720553;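 active = maximum activity change below -70%; inconclusive = maximum activity change from -70% to -50%; inactive = maximum activity change above -50%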;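 also: thallium influx rate constant from kinetic fluorescence after stimulation buffer; % is scaled to controls: 0 for no effect and ±100 for the full control effect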
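Channel expression came from 3.1 mutant virus (1.77 x 10^8 /mL) applied to suspended U2OS cells for 4 h. Flux was tracked with FluxOr dye plus Red40 quencher, and kinetic rate constants normalized to controls.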
uPA surface inh: inhibitors of cell surface uPA generation. Potency, µM (highest dose often 38.3 µM), for inactives: at the highest dose activity change, negative = inhibition, hits mostly inhibitors. cell surface uPA generation assay, qHTS. 0.31% of 330,000 active; active = well fitted inhibition curve with a large enough effect; inconclusive = small, poorly fitted or top-dose-only effect; inactive = no such curve, though single readings can be large or run the other way; tested in mouse RAW 264.7 cells; also: potency is read from the fitted curve at half-maximal effect; % is scaled to controls: 0 for no effect and ±100 for the full control effect; nearly all actives have a fitted effect of over 55% in size
Rab9 promoter act: activates the Rab9 promoter | Potency, µM (series often up to 9.22 µM), for inactives: at the highest dose activation, negative = inhibition, hits mostly activators | Huh7 Rab9 promoter-luciferase reporter, luminescence, 24 h | 2.8% of 320,000 active; also: potency is read from the fitted curve at half-maximal effect; % of control where 0% means no effect; nearly all actives have a fitted effect of over 60% in size
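Huh7 reporter line, Rab9 promoter upstream of luciferase. Compound exposure 24 h at 37 °C in reduced-serum medium with 10% FBS. Read-out: luminescence.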
Coupling enz: coupling enzyme interference in Giardia aldolase counter-screen | 0.67% of 290,000 active | activity change, negative = inhibition, % at 58.2 µM, hits read low | coupling enzyme system counterscreen, AmpLite Red fluorescence | AID 2472; in the data active = activity change below about -30%; also: % is scaled to controls: 0 for no effect and ±100 for the full control effect
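Final compound at 57.5 uM, incubated 10 min at RT with coupling enzyme reagent (glyceraldehyde-3-phosphate), then 20 min with substrate and AmpLite Red detection. Fluorescence read at 525/598 nm; tests interference with the coupling assay, not aldolase inhibition.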
Tb PFK block: T. brucei PFK enzyme inhibition; 0.17% of 330,000 active; O15648; T. brucei PFK, ADP-Glo luminescence; AID 485367; Potency, µM (top dose mostly 57.5 µM), for the others: at the top dose activity, negative = inhibition, hits mostly inhibitors;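 also: potency is read from the fitted curve at half-maximal effect; 0% = uninhibited 1x PFK enzyme wells and -100% = no-enzyme wells; nearly all actives have a fitted effect of over 60% in size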
Target sequence (O15648 whole entry, looked up): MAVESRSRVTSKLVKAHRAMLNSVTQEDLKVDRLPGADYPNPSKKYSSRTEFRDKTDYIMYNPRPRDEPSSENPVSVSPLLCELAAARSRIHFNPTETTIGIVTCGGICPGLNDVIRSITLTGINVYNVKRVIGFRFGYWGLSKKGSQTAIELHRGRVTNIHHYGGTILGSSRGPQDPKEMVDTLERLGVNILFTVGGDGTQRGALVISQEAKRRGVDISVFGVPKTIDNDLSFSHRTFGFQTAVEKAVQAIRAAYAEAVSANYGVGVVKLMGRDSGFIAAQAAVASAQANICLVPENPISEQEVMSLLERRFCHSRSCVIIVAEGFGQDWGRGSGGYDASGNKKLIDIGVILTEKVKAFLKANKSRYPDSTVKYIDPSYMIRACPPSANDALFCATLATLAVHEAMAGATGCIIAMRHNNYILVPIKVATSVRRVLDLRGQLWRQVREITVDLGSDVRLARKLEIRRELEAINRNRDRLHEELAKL
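Luminescent ADP detection (ADP-Glo, two-step: ATP depletion then ADP-to-ATP conversion for luciferase) reported PFK activity after 45 min room-temperature reaction of 1.25 nM enzyme with 0.5 mM F6P and 0.1 mM ATP at pH 8.0.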
ELG1 genotoxic: induces genotoxicity in HEK293T cells with luciferase-tagged ELG1; 1.3% of 330,000 active; HEK293T ELG1-luciferase reporter, luminescence, 16 h; Potency, µM (top dose mostly 46 µM), inactives show top-dose activity change, positive = activation, hits mostly activators; also: potency is read from the fitted curve at half-maximal effect; % of control where 0% means no effect; nearly all actives have a fitted effect of over 60% in size
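Step 1: seed 2,000 HEK293T ELG1-luciferase cells per well. Step 2: add compound or DMSO, incubate 16 hr at 37 °C. Step 3: ONE-Glo, 30 min at room temperature, read luminescence.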
Gal4-VP16 FLuc: Gal4-VP16 reporter inhibition counter-screen; Drosophila S2 Gal4-VP16 UAS-luciferase, luminescence, 20 h; Potency, µM (titrated, usually from 53.6 µM), for the others: top-dose activity, negative = inhibition, most hits filed as inhibitors; 3.5% of 310,000 active; AID 2546;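 also: Gal4-VP16 expression switched on by copper sulfate through the metallothionein promoter; potency is read from the fitted curve at half-maximal effect; % is scaled to controls: 0 for no effect and ±100 for the full control effect; nearly all actives have a fitted effect of over 50% in size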
Giardia kill: Giardia lamblia killing; 0.15% of 340,000 active; Giardia lamblia trophozoite viability; activity change, % at 7.66 µM, hits read low; AID 540267; in the data active = activity change below about -80%; inconclusive = between about -30% and that limit;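 also: parasites exposed to compound for two days anaerobically before the ATP read; % is scaled to controls: 0 for no effect and ±100 for the full control effect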
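Luminescence from cellular ATP indicates surviving trophozoites (100 cells/well) following 48 hrs anaerobic compound treatment at 37 deg C; signal develops 15-30 min at room temperature.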
RORg inh: ROR gamma (mouse) transcription inhibition | P51450 | Drosophila S2 Gal4-RORgamma UAS-luciferase reporter, 20 h | Potency, µM (doses to about 53.6 µM), inactives show top-dose activity change, negative = inhibition, hits mostly inhibitors | 5.4% of 310,000 active | AID 2551; also: potency is read from the fitted curve at half-maximal effect; % is scaled to controls: 0 for no effect and ±100 for the full control effect; nearly all actives have a fitted effect of over 60% in size
Target sequence (P51450 whole entry, looked up, the tested form may be a part): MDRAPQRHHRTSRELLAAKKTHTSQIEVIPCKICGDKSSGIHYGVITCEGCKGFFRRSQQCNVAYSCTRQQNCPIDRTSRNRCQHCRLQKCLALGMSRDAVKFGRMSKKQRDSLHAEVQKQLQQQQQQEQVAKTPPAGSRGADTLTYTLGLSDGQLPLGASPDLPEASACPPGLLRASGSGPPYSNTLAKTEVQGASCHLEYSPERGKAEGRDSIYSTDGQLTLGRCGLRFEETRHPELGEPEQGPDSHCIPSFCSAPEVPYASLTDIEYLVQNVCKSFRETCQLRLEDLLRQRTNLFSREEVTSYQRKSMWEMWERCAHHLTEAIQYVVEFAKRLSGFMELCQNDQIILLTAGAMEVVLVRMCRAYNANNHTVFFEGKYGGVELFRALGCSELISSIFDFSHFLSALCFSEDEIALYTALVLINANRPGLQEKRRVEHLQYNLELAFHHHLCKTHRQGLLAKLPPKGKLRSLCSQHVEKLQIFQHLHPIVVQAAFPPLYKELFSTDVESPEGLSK
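Read-out: Photinus luciferase luminescence; inhibitors lower reporter signal. Insect Schneider cells with Gal4-ROR gamma fusion under metallothionein promoter, UAS reporter; 700 uM final copper sulfate induction, 20 hr, ambient temperature.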
FLuc modulator: firefly luciferase modulation, counter-screen for miR-21 project; purified FLuc, Km substrates, luminescence inhibition; AID 588342; P08659; 6.9% of 360,000 active; Potency, µM (doses to about 57.5 µM), for inactives: top-dose activity change, negative = inhibition, usual class: inhibitors;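 also: potency is read from the fitted curve at half-maximal effect; plate controls were vehicle for no effect and reference inhibitor for full effect; nearly all actives have a fitted effect of over 55% in size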
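Purified P. pyralis luciferase, 10 nM final, with Km-level 10 uM D-luciferin and 10 uM ATP in 50 mM Tris acetate pH 7.5, 10 mM Mg acetate, 0.01% Tween-20, 0.05% BSA; 6-point qHTS titration about 60 µM downward; luminescence read.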
Starred values were filed as active, the others as inactive; ? = inconclusive; nt = no result given; & = joins results of further samples; [ ] = remark or other dose. Unless noted, calls follow the shape of the dose curve; as a rule, active = well fitted curve in the direction sought with a large enough effect; inconclusive = small, poorly fitted or top-dose-only effect, or another doubt; inactive = no such curve, though single readings can be large; an effect the other way counts as inactive or inconclusive.

SMILES	NPC1 prom act	KCNH2 3.1 inh	uPA surface inh	Rab9 promoter act	Coupling enz	Tb PFK block	ELG1 genotoxic	Gal4-VP16 FLuc	Giardia kill	RORg inh	FLuc modulator
CCOC(=O)c1c(NC(=O)CCC(=O)N(CC)CC)sc2c1CC(C)(C)OC2	-4%	22	-1%	6%	1	1%	-7%	?	31[activator]	?	4%
C=CCOC(=O)C1=C[C@H](c2ccc(C(F)(F)F)cc2)[C@@H](CCCO)[C@H](OCC)O1	-4%	nt	31%[activator]	-6%	-12	0%	-3%	?	-8	?	1%
COc1ccc(Br)cc1CN(C)C(C)C(=O)Nc1cccc(C(C)=O)c1 (stereo unspecified)	-6%	-23	-2%	2%	2	-4%	-9%	-15%	-8	38%	-15%
CN(C(=O)c1cccc(NC(=O)c2ccco2)c1)c1ccccc1	2%	-11	-8%	3%	3	2%	-3%	-1%	-1	64%	2%
COc1cc(OC)cc(-c2n[nH]c(=S)n2-c2cc(OC)ccc2OC)c1	-7%	11	nt	3%	-1	-29%	1%	-12%	-9	?	-13%
O=C(NCc1cccs1)C1CC(=O)N(c2ccc(Cl)cc2)C1 (stereo unspecified)	1%	-2	nt	4%	3	-8%	-1%	10%	-5	33%	0%
COc1ccc(NC(=O)NCc2ccc3c(c2)OCO3)cc1	1%	4	-1%	14%	2	-1%	1%	-2%	-9	18%	-3%
COc1ccc(-c2cc3c(=O)n(CC(=O)NCc4ccc(F)cc4)ncn3n2)cc1	10%	3	-2%	?	-4	-1%	?	6%	5	-2%	?
FC(F)(F)c1cccc(Cc2noc(CN3CCCC3)n2)c1	-3%	-1	-3%	1%	1	-2%	5%	22%	8	?	-1%
CCN(Cc1ccccc1)C(=O)c1cc(COc2c(F)cccc2F)on1	-1%	-15	8%	3%	1	0%	0%	-4%	2	44%	-17%
O=C(NCc1nc2ccccc2[nH]1)C1=C[C@H](c2ccc(C(F)(F)F)cc2)C[C@H](OCc2ccc(CO)cc2)O1	-2%	5	?	-1%	2	1%	-9%	-5%	-7	-3%	-9%
Cc1ccccc1N(CC(=O)NCCSCc1ccco1)S(C)(=O)=O	-8%	0	-1%	-4%	2	-7%	-1%	10%	8	6%	6%
COc1ccc(CN2CCC(C(=O)N3CCCC(C)C3)CC2)cc1OC (stereo unspecified)	-6%	6	5%	-5%	1	1%	-2%	6%	-5	-18%	-1%
Cc1ccc(C)c(S(=O)(=O)N2CCN(C(=O)Cn3[nH]c(=O)c4ccccc4c3=O)CC2)c1	-7%	-2	-4%	-4%	nt	4%	-1%	nt	-3	nt	0%
CCOC(=O)c1ccc(N2C(=O)CC(NNC(=O)c3ccc(Br)s3)C2=O)cc1 (stereo unspecified)	0%	9	-1%	0%	6	-3%	1%	-9%	5	6%	-1%
COc1ccc(NC(=O)NN(C(=O)c2ccccc2)C(C)(C)C)cc1	0%	5	1%	1%	0	3%	0%	1%	12	-12%	9%
Cc1cc(C)cc(C(=O)Nc2cccnc2Cl)c1	-4%	0	-12%	5%	1	0%	4%	-1%	9	11%	-10%
COc1ccc(CNC(=O)c2ccc(-c3ccccc3)cc2)cc1	?	-4	2%	?	0	0%	?	22%	1	21%	?
C[C@H](NCc1c[nH]c2ccccc12)c1ccccc1	2%	-12	?	6%	1	4%	-2%	-19%	-1	?	3%
COc1ccc(C)cc1S(=O)(=O)n1cnc2ccccc21	-11%	3	?	0%	0	4%	0%	4%	27	7%	8%
O=[N+]([O-])c1cc(Cl)ccc1-c1nc(-c2ccccc2)no1	3.5µM*	-3	-7%	3.2µM*	0	0%	?	?	-24	-41%	1.2µM*
O=C1/C(=C/c2ccncc2)SC(=S)N1N1CCOCC1	-12%	9	-6%	-2%	-8	-4%	0%	?	6	-28%	-3%
COc1cc(NC(=O)c2cccnc2)c(Cl)cc1NC(=O)c1ccccc1	3%	6	3%	3%	-3	2%	-2%	-2%	5	26%	3%
CC(=O)c1c(O)c2cccc3c2n(c1=O)CCC3	-8%	-1	13%	-12%	-4	-3%	-5%	-8%	13	-13%	0%

Part of the list above, as comma-separated lines:
structure,NPC1 prom act,KCNH2 3.1 inh,uPA surface inh,Rab9 promoter act,Coupling enz,Tb PFK block,ELG1 genotoxic,Gal4-VP16 FLuc,Giardia kill,RORg inh,FLuc modulator
COc1ccc(CN2CCC(C(=O)N3CCCC(C)C3)CC2)cc1OC (stereo unspecified),-6%,6,5%,-5%,1,1%,-2%,6%,-5,-18%,-1%
CC(=O)c1c(O)c2cccc3c2n(c1=O)CCC3,-8%,-1,13%,-12%,-4,-3%,-5%,-8%,13,-13%,0%

Continued:
SMILES	NPC1 prom act	KCNH2 3.1 inh	uPA surface inh	Rab9 promoter act	Coupling enz	Tb PFK block	ELG1 genotoxic	Gal4-VP16 FLuc	Giardia kill	RORg inh	FLuc modulator
Cc1ccc(CNC(=O)C2CCC(=O)N(C3CC3)C2)cc1 (stereo unspecified)	-6%	9	3%	-4%	nt	-3%	4%	-7%	-10	-19%	3%
O=C(Oc1ccc2c(c1)OCO2)c1cccs1	2%	-3	-5%	-5%	0	4%	5%	14%	-5	-2%	11µM*
N#C/C(=C/c1ccc(N2CCCCC2)cc1)c1cccc(F)c1	4µM*	5	2%	3.2µM*	1	3%	18µM*	-50%	-17	-24%	5.4µM*
CN(C)CCCN(C(=O)c1ccc(S(=O)(=O)N2CCCCC2)cc1)c1nc2cc3c(cc2s1)OCO3	-5%	-37	-5%	-5%	0	0%	-6%	-16%	-3	-38%	1%
COC(=O)c1ccccc1NC(=O)CSc1nnnn1CC(=O)O	?	4	0%	2%	3	-2%	2%	3%	-15	2%	1%
O=C(Nc1ccc(F)cc1)c1nsc(Cl)c1Cl	3.5µM*	0	-1%	3.2µM*	1	0%	?	?	-5	?	4.8µM*
Cc1cc(C)c(NC(=O)CN(c2ccccc2)S(=O)(=O)N(C)C)c(C)c1	2%	2	nt	-3%	3	-26%	0%	0%	-6	1%	2%&-1%
Cc1sc2ncn(CC(=O)NCc3ccco3)c(=O)c2c1-c1ccccc1	-1%	-15	1%	-1%	1	2%	0%	-13%	-17	?	2%
Cc1ccc(Cn2c(SCC(=O)NCc3ccco3)nc3ccsc3c2=O)cc1	1%	-8	nt	-10%	0	0%	5%	-16%	-12	-43%	3%
COc1ccccc1NS(=O)(=O)c1ccc(N/N=C/C=C/c2ccccc2[N+](=O)[O-])c([N+](=O)[O-])c1	-2%	9	8%	-3%	-1	-1%	-4%	-1%	7	5%	5%
Cc1ccc(C(C(=O)NC2CCCCC2)N(Cc2ccco2)C(=O)Cc2c[nH]c3ccccc23)o1 (stereo unspecified)	-2%	-19	3%	-7%	0	-2%	-10%	-7%	6	1%	-2%
CCOc1ccc(CC(=O)NCCS(=O)(=O)N2CCN(c3ccccc3)CC2)cc1	-1%	-16	-9%	-9%	nt	-1%	-1%	nt	-7	nt	4%
COc1ccc(Cn2nnnc2C(c2ccncc2)N2CCOCC2)cc1 (stereo unspecified)	0%	-2	2%	2%	-1	1%	-4%	10%	0	?	6%
Cc1nn(-c2ccccc2)c(C)c1C(=O)OCC(=O)c1c(N)n(CC(C)C)c(=O)n(C)c1=O	-11%	5	-11%	-25%	3	4%	-20%	?	-7	-44%	1%
COc1ccc(-n2c(Cc3cccn3C)nnc2SCC(N)=O)cc1	2%	-6	-10%	-2%	1	-1%	0%	0%	9	-6%	2%
COc1cc(NS(C)(=O)=O)c(OC)cc1NC(=O)c1ccccc1	-2%	10	4%	-4%	-2	2%	-2%	6%	-6	3%	0%
COc1ccc(CC(=O)Nc2ccc(C(C)=O)cc2)cc1	8%	-1	3%	20%	-3	-23%	15%	-3%	2	1%	?
O=C(CSc1nnc(-c2ccccc2)o1)Oc1ccc(Br)cc1	-2%	1	-7%	12%	1	-1%	-6%	4%	9	-12%	3%
O=C(CCC(=O)N(CC(=O)NC1CCCC1)Cc1ccc2c(c1)OCO2)Nc1nccs1	-4%	nt	nt	-2%	2	0%	-5%	-5%	nt	7%	3%
Nc1cc(S(=O)(=O)Nc2cc(Cl)ccc2Cl)ccc1N1CCOCC1	-5%	2	-1%	0%	7	-5%	-9%	?	-1	?	?
O=C(Nc1cccc2ncccc12)c1ccccc1F	0%	-2	?	-9%	1	2%	-5%	1%	8	-10%	-3%
CC(C)(C)c1ccc(C(=O)NCC(=O)N/N=C/c2cccs2)cc1	-3%	19	5%	0%	-1	-3%	0%[9.26 µM]	-24%	17	?	?
Cc1occc1-c1nnc(SCC(=O)Nc2nccs2)n1Cc1ccco1	-3%	-8	0%	0%	4	1%	0%	1%	-2	3%	0%
Cc1ccccc1N1OC2C(=O)N(c3ccc(F)cc3)C(=O)C2C1c1ccccn1 (stereo unspecified)	-1%	-5	-1%	-6%	1	0%	-1%	-2%	-18	-3%	5%
